pPAFAH inh: inhibitors of human plasma PAF acetylhydrolase (pPAFAH); recombinant pPAFAH, FP-rhodamine probe fluorescence polarization; 1.5% of 330,000 active; Q13093; inhibition, % at 3.39 µM;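 active means inhibition above the mean inhibition across the screen plus 3 SD, cut at about 25% in these data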;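 further: inhibitors block binding of the rhodamine activity-based probe so polarization drops; 0% = enzyme with DMSO and 100% = wells lacking pPAFAH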
GSTO1 inh: counter-screen for RBBP9 inhibitors: inhibitors of human GSTO1; 1.1% of 300,000 active; inhibition, % at 5.96 µM; recombinant GSTO1, activity-based probe fluorescence polarization; P78417;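 active means inhibition above the campaign mean inhibition plus 3 SD, cut at about 35% in these data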;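 further: 0% = GSTO1-1 with DMSO and 100% = wells lacking GSTO1-1 enzyme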
LYPLA1 inh: LYPLA1 (human) inhibition in PME1 counter-screen; recombinant LYPLA1, FP-Rh probe fluorescence polarization; inhibition, % at 5.9 µM; 0.16% of 320,000 active;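 active means inhibition above the mean of all tested compounds plus 3 SD, set per campaign, cut at about 14% in these data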;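 further: inhibitors block serine hydrolase probe labeling of LYPLA1 so polarization falls; 0% = enzyme with DMSO and 100% = wells lacking LYPLA1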
LYPLA2 inh: blocks human lysophospholipase 2, a PME1 counter-screen; recombinant LYPLA2, FP-Rh probe fluorescence polarization; inhibition, % at 5.9 µM; 0.38% of 320,000 active; AID 2177;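 active means inhibition above the screen-wide mean plus 3 SD, limit set per campaign, cut at about 26% in these data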;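 further: 0% = LYPLA2 with DMSO and 100% = wells lacking LYPLA2 enzyme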
PME-1 primary: PME-1 (human) inhibition; recombinant PME-1, FP-Rh probe fluorescence polarization; AID 2130; inhibition, % at 5.9 µM; 0.53% of 320,000 active;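 active means inhibition above the campaign mean of all compounds plus 3 SD, cut at about 26% in these data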;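 further: competitive labeling of PME-1 active site by serine hydrolase directed probe; 0% = PME-1 with DMSO and 100% = wells lacking PME-1 enzyme; inhibitors block probe labeling so polarization falls and inhibition rises; many of its hits are not listed in these tables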
PAFAH1B2 FP inh: inhibitors of human PAFAH1B2 | 1.2% of 340,000 active | inhibition, % at 3.39 µM | AID 492953 | recombinant PAFAH1B2, FP-rhodamine activity probe, fluorescence polarization;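 active means inhibition above the mean of all tested compounds plus 3 SD, cut at about 24% in these data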;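 further: 0% = enzyme with DMSO and 100% = wells lacking PAFAH1B2; many of its hits are not listed in these tables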
PAD4 FP inh: blocks human protein arginine deiminase 4; Q9UM07; recombinant PAD4, RCA probe fluorescence polarization; inhibition, % at 6.36 µM; 0.41% of 330,000 active; AID 485272;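 active means percent inhibition above a cutoff equal to the mean of all tested compounds plus 3 SD, cut at about 15% in these data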;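 further: 0% = PAD4 with RCA probe and DMSO and 100% = probe without PAD4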
PAFAH1B3 FP inh: PAFAH1B3 (human) inhibition; Q15102; recombinant PAFAH1B3, FP-rhodamine probe, fluorescence polarization; inhibition, % at 3.39 µM; 0.28% of 340,000 active; AID 492972;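 active means inhibition above the screen-wide average of all tested compounds plus 3 SD, cut at about 25% in these data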;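 further: 0% = enzyme with DMSO only and 100% = wells lacking PAFAH1B3 protein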
Target sequence (Q15102 whole entry, looked up): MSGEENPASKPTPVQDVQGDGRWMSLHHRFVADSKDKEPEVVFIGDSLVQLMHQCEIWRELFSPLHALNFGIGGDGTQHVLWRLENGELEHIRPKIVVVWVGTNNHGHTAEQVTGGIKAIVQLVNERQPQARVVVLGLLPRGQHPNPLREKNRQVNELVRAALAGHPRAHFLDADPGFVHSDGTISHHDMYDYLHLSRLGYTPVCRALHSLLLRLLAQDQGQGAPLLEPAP
PREPL inh: human PREPL enzyme inhibition | recombinant PREPL, fluorescence polarization activity-based probe | Q4J6C6 | AID 2751 | 0.68% of 320,000 active | inhibition, % at 5.96 µM; in the data active means inhibition above about 43%;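 further: 0% = enzyme with DMSO and 100% = wells lacking enzyme; many of its hits are not listed in these tables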
Target sequence (Q4J6C6 whole entry, looked up): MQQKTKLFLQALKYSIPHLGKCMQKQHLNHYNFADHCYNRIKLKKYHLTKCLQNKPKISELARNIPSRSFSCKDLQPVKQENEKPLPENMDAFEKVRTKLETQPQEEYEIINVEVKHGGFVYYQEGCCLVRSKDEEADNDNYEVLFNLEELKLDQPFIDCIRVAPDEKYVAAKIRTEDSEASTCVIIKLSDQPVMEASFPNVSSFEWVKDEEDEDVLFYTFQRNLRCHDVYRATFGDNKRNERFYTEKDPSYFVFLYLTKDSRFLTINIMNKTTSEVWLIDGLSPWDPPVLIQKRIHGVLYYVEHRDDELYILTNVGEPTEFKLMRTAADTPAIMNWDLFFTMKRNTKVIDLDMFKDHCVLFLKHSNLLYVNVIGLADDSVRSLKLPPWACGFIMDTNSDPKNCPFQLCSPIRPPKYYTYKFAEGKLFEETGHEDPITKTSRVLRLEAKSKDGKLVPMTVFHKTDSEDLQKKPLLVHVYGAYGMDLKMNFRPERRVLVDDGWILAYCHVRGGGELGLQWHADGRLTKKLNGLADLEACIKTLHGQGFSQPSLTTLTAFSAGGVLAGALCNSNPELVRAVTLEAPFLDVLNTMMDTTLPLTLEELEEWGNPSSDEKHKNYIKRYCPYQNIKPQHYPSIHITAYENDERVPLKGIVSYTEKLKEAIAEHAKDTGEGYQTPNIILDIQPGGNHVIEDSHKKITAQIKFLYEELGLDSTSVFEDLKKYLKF
* hit, by the source's call; · = not tested or not shown. This is a subset; rates above refer to the full screens.

The opening two entries (preview)
SMILES	pPAFAH inh	GSTO1 inh	LYPLA1 inh	LYPLA2 inh	PME-1 primary	PAFAH1B2 FP inh	PAD4 FP inh	PAFAH1B3 FP inh	PREPL inh
COc1ccccc1C(=O)NC(CCSC)C(=O)N1CCN(C(C)=O)CC1 (stereo unspecified)	2	·	-2	-2	1	5	0	3	-3
COCCNC(=O)c1ccc(CN2CCc3ccccc3C2)cc1	2	1	3	7	9	3	-2	11	6

The listing, repeating the preview:
SMILES	pPAFAH inh	GSTO1 inh	LYPLA1 inh	LYPLA2 inh	PME-1 primary	PAFAH1B2 FP inh	PAD4 FP inh	PAFAH1B3 FP inh	PREPL inh
COc1ccccc1C(=O)NC(CCSC)C(=O)N1CCN(C(C)=O)CC1 (stereo unspecified)	2	·	-2	-2	1	5	0	3	-3
COCCNC(=O)c1ccc(CN2CCc3ccccc3C2)cc1	2	1	3	7	9	3	-2	11	6
COc1cccc(C(=O)Nc2ccc(N(C)C)cc2)c1OC	-1	5	-2	0	2	5	-4	-3	8
CCc1cccc2c(C#N)cn(CCOc3ccccc3OC)c12	4	-2	-5	4	2	7	1	5	-2
CCCNc1nc(Cl)nc(NC(C)(C)C)n1	-3	-8	0	5	-10	8	-2	-4	4
COc1ccc([C@H]2CC(=O)C=C(c3ccc(CNC(=O)OC(C)(C)C)cc3)C2)cc1	-3	·	-3	10	-5	-7	2	-6	3
CCOC(=O)c1ccccc1NC(=O)CN1CCC(n2nnc3cc(C(F)(F)F)ccc32)CC1	8	-1	2	-5	7	0	-2	6	0
CCN=C1NN=C(c2ccc(C)cc2)CS1	4	4	-3	-5	1	0	9	-3	-21
CSc1nc(N)n2nc(-c3ccccc3)cc2n1	-6	-13	-2	-8	-2	·	-2	·	-74
CC(=O)N=c1ncn(CC(COC(C)=O)OC(C)=O)c2nc[nH]c12 (stereo unspecified)	1	2	0	3	-5	4	-3	12	0
CC(=O)c1ccc(S(=O)(=O)Nc2ccc(-c3cn4c(n3)SCC4)cc2)cc1	13	-6	1	1	6	6	-5	-13	5
Cn1cnnc1SCC(=O)Nc1sc2c(c1C(N)=O)CCC2	34*	36*	-9	-2	2	14	-4	22	14
O=C(Oc1cccc(C(=S)N2CCOCC2)c1)c1cccc([N+](=O)[O-])c1	7	11	3	10	6	1	5	0	12
O=C(NCCc1c[nH]c2ccccc12)C(=O)NCC(c1ccco1)N1CCN(c2ccccc2F)CC1 (stereo unspecified)	5	-6	-5	3	-8	0	-4	-5	17
CCOC(=O)c1ccccc1NC(=O)CSc1nnc(C)c(=O)[nH]1	2	4	5	22	6	34*	0	12	-1
N#Cc1ccc(OCc2nnc3n2CCCCC3)cc1	1	10	0	2	1	4	1	3	12
Cc1cc(CNC(=O)C2CCC(=O)N(Cc3ccccc3F)C2)on1 (stereo unspecified)	-1	-3	4	-6	4	3	2	4	12
COc1ccccc1NS(=O)(=O)c1ccc(C)c(C(N)=O)c1	58*	1	3	1	7	-2	2	3	-14
CCCCCC/C=C/c1ccc([C@H]2[C@H]3C=CC[C@@H](C)[C@@H]3C(=O)N2Cc2ccccc2)c(F)c1	-4	-5	1	2	-3	1	-4	4	-10
CCOC(=O)c1cnn(-c2ncnc3c2oc2ccccc23)c1N	-1	-3	-2	6	-9	5	2	-2	-4
Cc1ccc(C(=O)OCC(=O)N2CC(=O)Nc3ccccc32)s1	-2	-4	-1	-1	-2	7	-4	11	0
COc1nc(N)nc(NC23CC4CC(CC(C4)C2)C3)n1	5	28	1	0	4	19	-6	8	6
O=C(Nc1ccc2c(c1)OCCO2)C1CCN(C(=O)c2ccc([N+](=O)[O-])cc2)CC1	4	4	0	16	7	-2	-2	5	0
O=C(COC(=O)c1ccccn1)Nc1cccnc1Cl	4	16	0	-2	0	4	-3	3	0
CCN(/C=N/c1sc2c(c1C#N)CC(C)(C)NC2(C)C)CC	4	-2	5	7	8	0	0	5	5
CC(=O)c1cccc(NC(=O)C(C)OC(=O)Cc2c[nH]c3ccccc23)c1 (stereo unspecified)	4	3	-2	-2	4	1	-3	-2	-1
Cc1ccccc1Cn1cnc2c(nnn2Cc2ccc(F)cc2)c1=O	4	-4	0	-2	6	6	-5	-3	4
CCNC(=O)c1sccc1-n1cccc1	-1	-4	-3	-8	0	4	-1	6	-5
CCC(CC)COC(=O)C1=C(C)NC(=O)NC1c1ccccc1Br (stereo unspecified)	3	-5	0	-5	5	6	-4	7	6
Cc1cccc(N(C(=O)c2ccc(CN3CCOCC3)o2)C(C(=O)NC(C)(C)C)c2ccc(F)cc2)c1 (stereo unspecified)	-1	2	-3	-5	-5	4	-4	-4	-1
O=C1C=C(c2ccc3c(c2)OCCO3)C[C@@H](c2ccc(F)cc2)C1	4	·	2	11	-5	-4	-4	1	-25
COc1ccc(OC)c(/C=N/NC(=O)C(=O)N2CCCC2)c1	1	4	-1	-7	-2	1	-2	2	4
Cc1ccc(Cl)cc1-n1c(=O)cc(N2CCN(C(=O)c3ccco3)CC2)[nH]c1=O	5	-3	3	5	-2	-1	-2	2	-8
COC(=O)c1c(C)cc(O)cc1O	2	8	1	4	-2	7	5	-3	-3
CCCCOC(=O)c1ccc(S(N)(=O)=O)o1	4	2	2	0	1	5	2	6	6
CCOC(=O)c1ccc(NC(=O)CCC(=O)NCc2ccco2)cc1	5	1	1	5	-2	2	2	-1	-1
COc1ccc(NC(=O)CCN2CCCCCC2)cc1	-5	-7	0	-2	-5	-4	5	0	25
COC(=O)Cn1c(CN2CCC(Cc3ccccc3)CC2)nc2c1c(=O)n(C)c(=O)n2C	-8	6	2	3	-3	4	-4	4	5
Cc1ncc(CO)c(/C=N/NC(=O)c2ccc(Br)cc2)c1O	7	2	-2	8	-9	·	0	·	7
Cc1nn(-c2ccccc2)c(C)c1C(=O)OCC(=O)N1CCN(S(=O)(=O)c2ccccc2)CC1	-1	6	0	-1	10	6	-2	0	-8
COc1ccc2c(c1)C(NC(C)=O)C(=O)N2C (stereo unspecified)	-1	17	-2	-5	-1	3	1	12	-5
Cc1oc2c(c(C)cc3oc(=O)c(CC(=O)N[C@@H](C)C(=O)O)c(C)c32)c1C	11	2	2	3	6	3	4	2	-4
CCS(=O)(=O)Nc1ccc(C(=O)OC)cc1	2	3	1	3	1	1	2	3	11
CCOC(=O)C(c1ccccc1)C(Nc1ccc(Cl)c(Cl)c1)c1ccccn1 (stereo unspecified)	5	-4	-1	2	7	·	-1	·	7
COCCn1c(SCC(=O)NC2CCCC2)nnc1-c1ccco1	3	5	-1	-2	-5	1	3	1	5
Cc1ccc(S(=O)(=O)n2nc(OC(=O)c3ccccc3F)cc2N)cc1	2	7	-4	-4	-3	16	-6	4	-4
CN(C)CCCNC(=O)c1cc(Br)ccc1Cl	2	-2	1	6	-2	1	2	7	2
O=C(CC(c1ccccc1)c1ccccc1O)N1CCCCC1 (stereo unspecified)	-4	2	2	-3	-1	2	4	3	3
Cc1ccccc1C(=O)NCC(=O)OCC(=O)NC(C)C1CC2CCC1C2 (stereo unspecified)	1	·	-3	2	3	4	4	9	9
COC(=O)c1cccc(NC(=O)CC2C(=O)NCCN2C(=O)Nc2cc(C)cc(C)c2)c1 (stereo unspecified)	2	3	-2	-7	2	2	-8	-1	-4
C/C(=N/NC(=O)c1ccc(Cl)cc1Cl)c1cccnc1	2	-6	1	-2	0	5	-4	5	-6
CC1=NN(c2ccc(C(=O)OC(C)C)cc2)C(=O)/C1=C\C=C\c1ccco1	21	13	-2	7	13	-1	-14	13	3
COC(=O)c1ccccc1NC(=O)c1sc(N)nc1C	1	-3	-2	-3	-1	3	-7	9	24
Cc1cc(S(=O)(=O)N2CCCC(C(=O)Nc3ccc(C(=O)O)cc3)C2)ccc1Cl (stereo unspecified)	3	-3	1	2	-8	1	-1	9	-9
O=C(NC(=S)N1CCCCC1)c1csc([N+](=O)[O-])c1	-5	-1	0	-2	-4	·	-4	·	-12
CCOCCCNC(=O)NC(=O)CN1CCN(S(=O)(=O)c2ccc3c(c2)OCCO3)CC1	-1	3	1	-4	1	4	-3	9	-3
Cc1cccc2c1cnn2C(=O)Nc1ccccc1Cl	1	1	3	1	-4	0	-1	4	1
Cc1cccc(N(CC(N)=O)C2SC(=O)N(c3ccccc3)C2=O)c1 (stereo unspecified)	2	9	-2	-1	4	0	0	-1	-1
COc1ccc(OC)c(/C=C/C(=O)OCC(=O)Nc2ccc3c(c2)OCCO3)c1	6	-4	-1	-3	-8	4	-1	-6	17
O=C(O)CC(NC(=O)C1CCCCC1)c1ccc(OC2CCCC2)cc1 (stereo unspecified)	2	-4	0	1	0	9	-4	0	-4
The results go on.
SMILES	pPAFAH inh	GSTO1 inh	LYPLA1 inh	LYPLA2 inh	PME-1 primary	PAFAH1B2 FP inh	PAD4 FP inh	PAFAH1B3 FP inh	PREPL inh
Cc1cc(C)nc(N2CCCC(C(=O)NCCc3ccccc3F)C2)n1 (stereo unspecified)	1	-1	-1	-3	0	2	3	8	3
O=C(Nc1ccc(Cl)c(C(F)(F)F)c1)N1CCCC(O)C1 (stereo unspecified)	2	2	1	7	6	1	-1	-3	-3
CC(C)Sc1nc(SCC(=O)O)c2c3c(sc2n1)COC(C)(C)C3	-3	-15	-1	-1	0	10	-3	9	-6
COc1ccc(C(=O)NCC(=O)OCC(=O)NC2CCCCCC2)cc1OC	-7	·	·	·	·	10	-9	4	21
CC(=O)Nc1ccc(NC(=O)N2CCCCC2)cc1	-6	7	-1	2	-4	3	6	0	9
O=C(C[C@H]1C/C=C\CC[C@H](Cc2ccc(F)cc2)C(=O)OCCNC1=O)NCCO	7	·	·	·	·	5	-2	11	1
COc1ccccc1N1CC(C)(C)C(=O)N(C(=O)c2ccc(Cl)cc2)C1=S	11	0	3	7	-1	0	0	-1	1
COc1ccc(NC(=O)CN2C(=O)c3ccccc3Sc3ccc(C(=O)N4CCOCC4)cc32)c(OC)c1	2	-6	2	-1	3	8	-6	5	14
O=C(COC(=O)/C=C/c1ccc(F)cc1)Nc1cccc(S(=O)(=O)N2CCCC2)c1	1	1	-7	-12	-18	-1	0	0	4
COc1ccccc1NS(=O)(=O)c1cc(NC(=O)c2ccccc2[N+](=O)[O-])ccc1N1CCOCC1	8	·	·	·	·	5	-5	1	14
CCOC(=O)C1CCN(c2ccc([N+](=O)[O-])cc2S(=O)(=O)N2CCOCC2)CC1	1	-2	4	10	6	-3	1	-4	-1
CCn1c(=O)c([N+](=O)[O-])c(NCCCn2ccnc2)c2ccccc21	1	3	-3	3	-2	4	-4	6	13
CCN(CC)S(=O)(=O)c1cc(C)ccc1NC(=S)Nc1cccnc1	-1	-10	-8	-6	0	0	-6	7	-8
CCCC(=O)N(c1ccc(C(=O)O)cc1)c1nc(-c2ccccc2)c(C)s1	7	0	2	6	0	-4	-3	1	-2
Cc1ccc(NC(=O)N2CCCC(c3nc(-c4ccc(F)cc4)no3)C2)cc1 (stereo unspecified)	3	-1	0	-4	-2	10	0	6	0
O=C(c1ccc([N+](=O)[O-])cc1)N(Cc1cccs1)C1CCS(=O)(=O)C1 (stereo unspecified)	-3	-1	-3	-1	-7	0	3	-9	3
Cc1ccc(N2CC(C(=O)N3CCCCC3)CC2=O)cc1C (stereo unspecified)	5	3	-2	-3	1	-6	4	1	2
COc1ccc(-c2nnn(CC(=O)OC3CCCCC3)n2)cc1OC	6	6	0	2	2	2	2	-2	-4
COc1cc(S(=O)(=O)N2CCCCC2)ccc1NC(=O)c1ccc(F)cc1	3	-3	4	6	-8	1	-4	-1	5

Bioassay records (PubChem)
